# Screening results from PubChem BioAssay.
# GC-A act = GC-A (human) enzyme activation. P16066. HEK293 GC-A cells, cGMP TR-FRET, EC30 ANP; 0% at EC30 ANP, 100% saturating ANP. activation, % at 10 µM. hit rate 0.14% among 370,000. AID 1671463; in the data active means activation above about 40%
# Target sequence (P16066 whole entry, looked up): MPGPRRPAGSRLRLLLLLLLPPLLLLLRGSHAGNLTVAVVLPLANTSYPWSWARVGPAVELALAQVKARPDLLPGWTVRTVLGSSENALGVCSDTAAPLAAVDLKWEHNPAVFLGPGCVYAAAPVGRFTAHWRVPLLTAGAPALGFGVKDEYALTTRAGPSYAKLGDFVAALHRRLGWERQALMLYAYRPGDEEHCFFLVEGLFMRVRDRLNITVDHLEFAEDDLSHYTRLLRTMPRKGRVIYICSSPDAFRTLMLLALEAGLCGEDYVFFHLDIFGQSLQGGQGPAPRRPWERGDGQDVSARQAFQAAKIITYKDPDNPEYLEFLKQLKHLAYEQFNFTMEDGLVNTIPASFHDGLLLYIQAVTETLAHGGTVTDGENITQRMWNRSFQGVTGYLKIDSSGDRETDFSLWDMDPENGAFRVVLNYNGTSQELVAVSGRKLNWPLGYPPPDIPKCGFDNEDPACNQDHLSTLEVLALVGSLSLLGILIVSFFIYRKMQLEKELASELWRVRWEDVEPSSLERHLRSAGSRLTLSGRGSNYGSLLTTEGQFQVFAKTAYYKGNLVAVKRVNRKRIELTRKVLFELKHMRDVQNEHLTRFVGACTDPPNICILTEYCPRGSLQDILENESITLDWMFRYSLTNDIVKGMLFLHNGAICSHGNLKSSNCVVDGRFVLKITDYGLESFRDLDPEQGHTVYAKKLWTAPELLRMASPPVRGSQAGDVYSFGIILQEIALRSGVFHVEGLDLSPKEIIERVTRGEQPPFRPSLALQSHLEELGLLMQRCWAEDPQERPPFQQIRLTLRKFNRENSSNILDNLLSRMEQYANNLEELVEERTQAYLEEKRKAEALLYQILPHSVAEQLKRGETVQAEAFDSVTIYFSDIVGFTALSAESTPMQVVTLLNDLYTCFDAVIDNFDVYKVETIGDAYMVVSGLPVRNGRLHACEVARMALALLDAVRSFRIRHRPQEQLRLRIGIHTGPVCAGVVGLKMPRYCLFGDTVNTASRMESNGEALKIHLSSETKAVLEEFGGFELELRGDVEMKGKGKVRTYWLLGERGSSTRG
# DDE Tn6 FP inh = disrupts Tn6 cyclic peptide binding to fibrin D-Dimer-E complex; P02675; Fibrin DD(E) TRITC-Tn6 fluorescence polarization displacement; inhibition, % at 8.3 µM; hit rate 0.21% among 370,000; AID 720509;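 active means inhibition above a per-campaign cutoff: mean of compounds within control limits plus 3 SD, cut at about 15% in these data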;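 further: 0% = median of all compound wells on the plate and 100% = blocking peptide control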
# rCAG RNA binder = molecules binding r(CAG) RNA repeats; AID 651821; inhibition, % at 3 µM; hit rate 1.3% among 370,000; r(CAG) RNA repeat, TO-PRO-1 dye displacement fluorescence;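 active means inhibition above the plate cutoff, the mean of all test compounds on that plate plus 3 SD, cut at about 35% in these data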;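 further: 0% = DMSO alone and 100% = 100 µM mitoxantrone as full dye displacement; higher means more dye released from RNA so lower well fluorescence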
# GC-B act = GC-B (human) receptor activation; P20594; HEK293-GC-B cells, CNP EC30, cGMP TR-FRET; 0% at EC30 CNP, 100% saturating CNP; activation, % at 10 µM; hit rate 0.11% among 370,000;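 active means activation at 10 µM reaching about 35% in either raw or pattern-adjusted values, limit read from the data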
# proKLK7 act = proKLK7 (human) activation, primary screen; activation, % at 7 µM; hit rate 0.9% among 370,000; P49862; purified proKLK7, EDANS-DABCYL substrate fluorescence; 100% is mature enzyme control, 0% vehicle; AID 652039;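 active means activation above the mean of all tested compounds plus 3 SD, computed per campaign excluding outliers beyond control limits, cut at about 13% in these data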
# ADAM10 inh = ADAM10 inhibition, QFRET primary screen | recombinant ADAM10, EDANS/DABCYL FRET peptide cleavage, 3 h | inhibition, % at 7 µM | hit rate 0.62% among 370,000;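 active means inhibition above a per-campaign cutoff equal to the mean of compounds falling between control-based bounds plus 3 SD, cut at about 20% in these data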;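 further: 0% = DMSO wells while the 100% control is not disclosed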
# HGIII-sPLA2 inh = Inhibits HGIII-sPLA2 liposome hydrolysis, primary screen | inhibition, % at 12.2 µM | Q9NZ20 | hit rate 0.56% among 370,000 | QFRET BODIPY PC-A2 liposome hydrolysis, fluorescence;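 active means inhibition above mean plus 3 SD of compounds lying within the high and low control bounds, cut at about 19% in these data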;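 further: 0% = median of test compound wells and 100% = no enzyme DMSO wells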
# ARFGAP1 inh = inhibits rat ARF GTPase activating protein 1; Q62848; Arfgap1-stimulated ARF1 GTP hydrolysis, GDP FP detection; inhibition, % at 16.5 µM; hit rate 0.26% among 360,000; AID 651572;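 active means inhibition above a per-plate limit, mean inhibition of low control wells plus 3 SD, cut at about 25% in these data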;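 further: 0% = DMSO wells with enzyme and 100% = wells lacking Arfgap1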
#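 Assay system: purified rat His6-Arfgap1 residues 1-136 (GAP domain); Reagent: human Δ17 ARF1 bound to GTP; Dosing: 16.5 µM single point, 1.26% DMSO; Times: GTP hydrolysis reaction 2 h at 25 °C; Signal: FP, GDP Alexa 633 tracer displaced from anti-GDP antibody, 620/688 nm; Measure: % inhibition from polarization.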
# FXN GAA850 act = activators of GAA850 frataxin (FXN) promoter; HEK293 lucGAA850 FXN promoter luciferase reporter, 24 h; percent of 10 µM SAHA response; activation, % at 6 µM; hit rate 0.56% among 360,000;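 active means activation above the average of all compounds screened plus 3 SD, cutoff fixed separately per campaign, cut at about 7.5% in these data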;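 further: 0% = DMSO wells and 100% = 10 µM SAHA wells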
# ASAP1 inh = blocks human ASAP1-stimulated Arf1 GTP hydrolysis. Q9ULH1. GDP FP detection. inhibition, % at 16.5 µM. hit rate 0.19% among 360,000. AID 624377; in the data active means inhibition above about 25%;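 further: 0% = vehicle with enzyme and substrate and 100% = no enzyme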
# * = called active by the depositor; i = inactive; . = not tested or not shown.
SMILES,GC-A act,DDE Tn6 FP inh,rCAG RNA binder,GC-B act,proKLK7 act,ADAM10 inh,HGIII-sPLA2 inh,ARFGAP1 inh,FXN GAA850 act,ASAP1 inh
CCOC(=O)c1sc(NC(=O)c2ccoc2C)c(C(N)=O)c1C,8.4,-6.1,12.0,7.2,-0.5,-13.9,-12.4,-4.7,2.6,-6.1
S=c1[nH]ccc2ccccc12,0.4,5.2,1.3,1.4,0.4,-13.0,2.9,-2.3,3.5,3.6
Cc1ccc(C)c(Nc2nc3c(S(=O)(=O)c4ccccc4)nnn3c3ccccc23)c1,16.8,-2.2,3.3,12.2,-1.0,10.4,-0.2,-0.1,1.6,-3.2
CC(OC(=O)c1ccccc1NCCO)C(=O)NC1CCCCC1C (configuration not stated),0.6,-2.4,-3.4,-6.4,20.9*,i,4.2,1.0,-2.3,-3.8
Cc1ccc(/C=C/C(=O)OCC(=O)Nc2ccc3[nH]c(=O)[nH]c3c2)o1,-2.6,-0.5,1.9,4.7,0.1,-1.3,12.4,-2.4,2.3,3.8
COP(=O)(OC)c1nc(-c2ccc(C)cc2)oc1N1CCCCC1,0.7,-1.7,-13.5,2.9,-2.4,i,9.3,4.4,-1.6,9.1
Cc1nn(C(C)(C)C)c(OC(=O)c2ccc(Br)o2)c1Sc1ccccc1,3.0,2.0,-0.8,-2.2,0.1,9.3,3.4,1.1,2.1,-6.8
CC(C)C[C@H](NS(=O)(=O)c1ccc(F)cc1F)C(=O)N1CCC[C@H]1C(=O)NCc1ccccc1,0.9,5.9,-0.2,2.7,0.0,-7.5,2.2,8.4,.,1.5
COc1ccc(-c2cc3nc(C)c(CCC(=O)NCc4ccco4)c(C)n3n2)c(OC)c1,2.7,-4.4,-3.0,6.5,1.3,-189.1,-10.1,6.0,-1.9,0.8
CSCCC(NC(=O)c1ccco1)C(=O)Nc1ccc(C)c(S(=O)(=O)N2CCOCC2)c1 (configuration not stated),-3.6,8.5,0.0,-4.1,1.0,-46.2,3.1,5.2,0.9,12.1
O=c1cc(O)cc2n1CCC2,0.1,-3.2,3.1,-0.7,0.6,2.3,-0.8,4.1,.,3.2
CS(=O)(=O)c1ccc(Cl)c(NC(=O)COC(=O)c2ccc(-n3cnnn3)cc2)c1,-8.0,2.5,3.8,-2.2,0.8,-6.8,-3.7,-1.9,-0.4,-10.8
CCOC(=O)Cc1c(-c2cccc(Cl)c2)nc2c3ccccc3ccn12,9.9,-3.0,9.6,10.8,-0.9,-31.0,-10.6,-0.7,.,4.6
CC1CCN(c2ccc3nnc(CCC(=O)Nc4ccc(F)cc4)n3n2)CC1,-5.9,-1.4,-3.6,-4.4,-0.4,2.7,-9.9,-3.7,0.7,-4.4
Cn1c(NCc2cc(Br)ccc2O)nc2ccccc21,-16.4,4.3,4.4,-13.4,0.4,20.6*,-5.4,4.2,-1.7,2.5
Cc1c(Cc2c(C)n(C)n(-c3ccccc3)c2=O)c(=O)n(-c2ccccc2)n1C,3.8,6.2,-5.9,-1.6,-0.5,-7.3,6.2,-14.9,2.5,4.8
COc1cc(C2CC(=O)c3cnc(N4CCN(Cc5ccccc5)CC4)nc3C2)cc(OC)c1OC (configuration not stated),7.0,-0.6,0.0,0.0,0.5,-11.4,6.5,-1.6,1.8,0.3
CN(C)C(CNC(=O)c1ccccc1OCc1ccc(Cl)cc1)c1ccco1 (configuration not stated),4.7,4.0,-7.3,-8.4,1.0,0.9,-11.9,-2.4,-1.6,-8.1
COc1ccc(C2=CC(=O)C[C@H](c3ccc4c(c3)OCO4)C2)cn1,7.6,-3.5,0.6,11.4,0.0,-2.2,-7.6,5.2,-0.5,-20.8
CC(C)n1c(O)c(N=Nc2ccccn2)c2ccccc21,0.7,1.5,5.3,-3.9,-0.4,7.0,-0.1,2.4,3.2,4.2

# Of the compounds above, these contain fluorine.
SMILES,GC-A act,DDE Tn6 FP inh,rCAG RNA binder,GC-B act,proKLK7 act,ADAM10 inh,HGIII-sPLA2 inh,ARFGAP1 inh,FXN GAA850 act,ASAP1 inh
CC(C)C[C@H](NS(=O)(=O)c1ccc(F)cc1F)C(=O)N1CCC[C@H]1C(=O)NCc1ccccc1,0.9,5.9,-0.2,2.7,0.0,-7.5,2.2,8.4,.,1.5
CC1CCN(c2ccc3nnc(CCC(=O)Nc4ccc(F)cc4)n3n2)CC1,-5.9,-1.4,-3.6,-4.4,-0.4,2.7,-9.9,-3.7,0.7,-4.4

# Further results follow.
SMILES,GC-A act,DDE Tn6 FP inh,rCAG RNA binder,GC-B act,proKLK7 act,ADAM10 inh,HGIII-sPLA2 inh,ARFGAP1 inh,FXN GAA850 act,ASAP1 inh
Cn1c(=O)cc(SCC(=O)Nc2ccccn2)c2ccccc21,-7.5,6.3,0.2,3.9,-0.4,2.3,7.4,-5.5,.,6.1
O=C(C(=O)N1CCC(c2ccccc2)CC1)c1ccccc1,-0.1,3.1,1.3,-6.1,-0.4,2.9,2.2,-6.9,.,-12.8
COc1ccccc1/C=C/CN1CCNC(=O)C1CC(=O)NCCc1cnccn1 (configuration not stated),4.2,-1.5,-0.2,-0.4,-0.5,-4.0,7.6,-3.1,-0.3,-4.8
COCCNc1nc(C(C)(C)C)nc2c1nnn2Cc1ccccc1Cl,-1.2,3.4,1.2,-0.5,1.5,-4.5,-0.2,12.2,0.5,0.5
Cc1cc(C)n(CCC(=O)N/N=C/c2ccc(O)cc2O)n1,-5.3,-5.0,4.1,-5.4,-8.6,-33.8,-3.2,11.9,-2.1,1.9
Cc1c([N+](=O)[O-])c(C/C=N/O)nn1C,2.1,4.0,-0.1,1.9,-0.2,-2.8,0.7,10.3,-1.1,5.8
CCCCOC(=O)c1ccc(NC(=O)c2c(OC)cccc2OC)cc1,2.3,-9.4,-1.0,-2.3,-0.3,10.5,-0.9,10.4,0.4,-1.5
COC(=O)/C=C1\NC(=O)C(C)S1 (configuration not stated),-0.2,1.2,8.2,2.5,0.1,8.3,-2.1,6.6,1.3,12.3
Cc1ccc([C@@H]2CC=C(C(=O)O)[C@H](c3ccc(Br)cc3)N2S(=O)(=O)c2ccc(C)cc2)cc1,0.9,-12.5,82.3*,2.5,0.5,12.3,-40.5,-10.7,-0.3,-5.4
O=C(COc1cccnc1[N+](=O)[O-])Nc1ccc(Cl)cc1F,3.0,0.7,2.2,-6.8,0.1,-6.1,5.7,-2.6,0.1,0.3
CCn1c(SCC(=O)Nc2nnc(C)s2)nnc1-c1ccncc1,6.1,5.1,-2.1,-3.0,-0.1,-2.0,0.5,-8.9,-1.0,4.2
O=C1CCCc2ccccc2N1,-3.5,-0.9,0.4,2.3,0.1,6.4,3.1,8.0,1.5,11.5
COc1cc(C(c2nnnn2C2CCCC2)N2CCc3ccccc3C2)ccc1O (configuration not stated),-1.5,4.0,0.6,-6.8,-0.1,0.4,-11.0,-1.1,-0.8,7.7
COc1ccc(NC(=O)c2ccc3c(SCC(=O)O)c4c(nc3c2)CCCC4)cc1Cl,-3.1,-1.3,-2.2,-10.1,0.4,-6.8,-5.6,-7.9,.,8.1
O=C1CCCN1CCCNS(=O)(=O)c1ccc(Br)cc1,6.6,-8.6,-2.5,1.6,-0.5,-6.2,1.4,0.4,0.3,4.5
O=C(Nc1ccccc1C(=O)NCc1cccnc1)c1ccco1,8.1,-2.3,-2.0,7.5,-0.5,0.0,1.7,-11.3,0.1,9.2
Cc1cc(Cl)ccc1OCC(=O)NC(=S)Nc1ccccc1N1CCOCC1,9.8,5.4,0.8,11.9,-0.6,5.8,7.9,3.1,0.6,-6.0
Cc1ccc(N2C(=O)[C@@H]3[C@H](C2=O)C2c4ccccc4C=CN2[C@@H]3C(=O)c2ccco2)c(C)c1 (some centres not stated),2.6,4.0,19.3,-10.6,-1.7,-15.2,-9.1,4.5,-1.4,12.0
FC(F)(F)c1cnc(Oc2ccccc2-c2nnco2)c(Cl)c1,2.4,2.8,-0.3,-1.2,0.3,-10.5,-2.3,4.6,0.7,-2.5
Cn1cc(C(=O)c2cccc(Cl)c2)cc1C#N,5.8,-2.7,-4.5,-0.1,0.1,4.3,-1.7,2.3,2.0,-1.2

# Arranged by value in proKLK7 act (ascending): 3 of the compounds above.
Molecule	proKLK7 act
Cn1c(=O)cc(SCC(=O)Nc2ccccn2)c2ccccc21	-0.4
O=C(COc1cccnc1[N+](=O)[O-])Nc1ccc(Cl)cc1F	0.1
CS(=O)(=O)c1ccc(Cl)c(NC(=O)COC(=O)c2ccc(-n3cnnn3)cc2)c1	0.8

# The list continues:
SMILES,GC-A act,DDE Tn6 FP inh,rCAG RNA binder,GC-B act,proKLK7 act,ADAM10 inh,HGIII-sPLA2 inh,ARFGAP1 inh,FXN GAA850 act,ASAP1 inh
Cc1ccc(C2Nc3cccc4cccc(c34)N2)cc1,7.3,-0.6,7.7,-7.2,-0.4,0.7,-5.9,6.4,14.9*,-1.7
NC(=O)CNC(=O)c1cccc(Cl)c1,0.2,-0.7,-2.3,-2.8,0.3,-7.2,-1.4,0.4,-0.1,2.2
NS(=O)(=O)c1ccc(CCNC(=O)CNC(=O)COc2ccccc2)cc1,-0.3,0.0,0.6,3.5,0.5,9.5,2.5,5.6,0.7,-4.9
CCc1nnc(NC(=O)CSc2nc3cccnc3n2Cc2ccccc2)s1,7.2,8.1,-0.1,5.6,-0.3,3.9,4.1,-0.9,0.6,-17.7
CCCCn1c(=O)c(C(=O)OCC)c(O)c2ccccc21,-1.0,3.0,2.8,3.6,0.1,-0.3,3.4,14.0,-0.2,3.4
O=C1CN(S(=O)(=O)c2cccc(Cl)c2Cl)CCN1,0.9,-2.0,-0.5,5.2,0.1,-2.6,7.1,-7.6,1.4,-4.9
Cc1[nH][nH]c(=O)c1N=Nc1ccccc1C#N,-8.7,3.5,6.0,-4.7,0.1,-2.4,8.0,0.8,.,3.2
COc1cccc(C(=O)Cn2c(=N)n(C)c3ccccc32)c1,-2.0,-3.3,5.1,0.0,0.3,-0.2,-13.3,-5.1,-3.0,-10.0
COc1cc(NC(=O)c2ccccc2)c(OC)cc1NC(C)=O,-1.3,-8.1,-0.2,2.2,0.3,1.8,2.7,-5.0,0.8,-0.1
COc1cccc(CN2CCc3ccc(NC(=O)CCc4ccc(C)cc4)cc3C2)c1O,-3.4,-5.7,-4.5,0.3,0.1,-1.7,-12.6,10.8,0.1,1.6
Cc1ccccc1NS(=O)(=O)c1ccc(OCC(=O)N2CCCCC2)cc1,-0.1,6.3,-4.5,-1.3,-0.1,-3.4,-6.4,-5.1,-0.1,14.1
Cc1cc(C)n2nc(C(=O)OCC(=O)Nc3ccc(C)c(F)c3)nc2n1,-4.4,-2.5,-2.8,-1.6,0.0,-17.4,12.6,-0.8,3.3,14.0
CC1(C(=O)NS(=O)(=O)c2ccccc2Cl)CCN1C(=O)CCc1ccc(Cl)cc1Cl (configuration not stated),-0.6,1.2,46.5*,-2.3,0.4,-3.3,-16.9,-4.6,1.2,-14.9
CC(=O)c1ccc(N2CCN(C(=O)c3cc4c(s3)CCCC4)CC2)cc1,-4.4,3.4,2.0,-6.8,-0.9,-3.0,-2.0,0.3,3.6,14.4
O=C1OCc2cccc([N+](=O)[O-])c21,0.7,2.4,1.7,-4.5,-0.8,-1.0,1.5,7.9,-0.5,4.3
COc1cccc(-c2cnc3c(NC(C)=O)cc(-c4ccsc4)cn23)c1,-5.5,-4.7,10.4,0.4,-0.2,-51.8,1.4,9.4,2.4,-0.4
